M. tuberculosis GlmU: inhibition of mycobacterial GlmU enzyme – biochemical, glucosamine-1-phosphate acetyltransferase (AID 1376); inhibition, %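 (tested at 30 µM in the primary screen)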; hits with a dose series show IC50 in µM; M. tuberculosis GlmU acetyltransferase enzyme assay; higher % means a stronger effect; 220,000 tested, 0.25% active; Bifunctional protein GlmU (Mycobacterium tuberculosis (strain ATCC 25618 / H37Rv)); in the data active = inhibition above about 13%;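 note: 0% = complete reaction with vehicle and 100% = reaction without substrate; strong numbers were not always called active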
Mtb RmlCD inh: M. tuberculosis RmlC/RmlD coupled enzyme inhibitors, primary screen, biochemical, compound mixtures, 384-well, from 1536-well plates; RmlC+RmlD coupled enzyme assay, percent inhibition; primary screen in compound mixtures; inhibition, % at 3.6 µM; 160,000 tested, 0.03% active; in the data active = inhibition mostly above about 34%, no sharp cut-off; note: some results filed as inactive read as strong as hits
Target sequence (P9WH09 whole entry, looked up): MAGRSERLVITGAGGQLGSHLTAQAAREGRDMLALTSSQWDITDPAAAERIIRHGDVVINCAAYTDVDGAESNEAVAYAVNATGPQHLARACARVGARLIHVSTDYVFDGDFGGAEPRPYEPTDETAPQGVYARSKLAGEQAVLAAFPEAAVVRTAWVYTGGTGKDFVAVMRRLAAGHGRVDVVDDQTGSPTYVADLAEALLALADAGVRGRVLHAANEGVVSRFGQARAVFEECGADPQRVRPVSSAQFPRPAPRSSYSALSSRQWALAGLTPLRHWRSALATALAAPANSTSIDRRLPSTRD
Target sequence (P9WH11 whole entry, looked up): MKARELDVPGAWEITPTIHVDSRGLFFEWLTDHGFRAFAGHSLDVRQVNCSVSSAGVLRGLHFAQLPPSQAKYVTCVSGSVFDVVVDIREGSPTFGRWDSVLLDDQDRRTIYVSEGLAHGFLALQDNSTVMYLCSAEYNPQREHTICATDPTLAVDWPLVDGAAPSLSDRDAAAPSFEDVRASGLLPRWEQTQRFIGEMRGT
Numbers without * were called inactive; nt = not tested or not shown. An excerpt; rates above refer to the full screens.

SMILES | M. tuberculosis GlmU | Mtb RmlCD inh
CCc1ccc(-c2nc(NC(=S)NC(=O)c3cccs3)sc2C)cc1 | 1.2% | 12.4
Cc1ccc(C)c(NC(=S)NC(NC(=O)Cc2ccccc2)C(Cl)(Cl)Cl)c1 (stereo not given) | -3.8% | 3.0
Cc1cc(C(=O)Cn2nc(C(=O)O)c3ccccc3c2=O)c(C)n1-c1ccccc1 | -1.2% | 1.1
CC(C)CN(CC(C)C)C(=O)Nc1cccc([N+](=O)[O-])c1 | -1.9% | -1.7
O=[N+]([O-])c1ccc(C2Nc3cccc4cccc(c34)N2)cc1 | 2.9% | 61.1
COc1cc(C(=O)Oc2ccccc2/C=N/NC(=O)c2ccc(C)c(Cl)c2)cc(OC)c1OC | 1.1% | -4.6
Cc1ccc(N2C(N)=NC(N)=NC23CCCC3)c(C)c1 | 2.6% | -8.9
O=C(Nc1cccc(Cl)c1N1CCCCC1)c1ccc2c(c1)OCCO2 | -0.3% | 1.7
Cn1c(O)c(C=NC(CC(N)=O)C(=O)O)c(=O)n(C)c1=O (stereo not given) | 2.4% | -4.8
Cc1cc(C)cc(NC(=O)c2ccc(CNc3c(N4CCCC4)c(=O)c3=O)cc2)c1 | 2.8% | 8.5
CC(=O)NCCCC(=O)NN1C(=S)N(Cc2ccccc2)C(=O)C1CC(=O)Nc1cccc(C)c1 (stereo not given) | 0.1% | nt
Cc1ccc(-c2nnc(N3CCN(C(=O)c4ccco4)CC3)c3ccccc23)cc1 | 1.9% | -0.9
Cc1c(Cl)cccc1-n1ccnc1SCC(=O)O | 1.2% | nt
Cc1nn(C)c(Cl)c1CN1CCN(CCC(C)C)C(CCO)C1 (stereo not given) | 0.7% | nt
COc1ccc(N2CCN(C(=O)CSc3nnc(-c4cc5ccccc5cc4O)n3C)CC2)cc1 | 0.9% | nt
Cc1cc(=O)[nH]c2cc(O)ccc12 | 0.4% | -9.8
COc1ccccc1Oc1ccc2c(c1)C(=O)N(c1ccccc1)C2=O | 0.2% | -3.8
COC(=O)c1c(C)nsc1NC(=O)Oc1ccccc1 | 1.5% | 3.0
Cc1ccc2[nH]c(-c3ccccc3)c(CN3CCOCC3)c(=O)c2c1 | 3.3% | 11.4
COc1ccc(NC(=O)CCc2nc(-c3ccc(C)cc3)no2)cc1Cl | 1.1% | 7.4
FC(F)(F)c1cccc(Cc2noc(CN3CCCCC3c3ccccn3)n2)c1 (stereo not given) | 7.4% | -10.3
CCOC(=O)C1C(=O)OC2(CCCC2)C1C(=O)OCC (stereo not given) | -2.5% | 8.3
O=C(COc1ccc2ccc(=O)oc2c1)OCc1ccccc1 | 1.6% | 3.6
Cc1nn(-c2ccc(F)cc2)c(Cl)c1/C=C/C(=O)N1CCNC(=O)C1 | 7.1% | -6.4
COc1ccc2[nH]c3nc(SCc4nnc(-c5ccc(C)cc5)o4)nnc3c2c1 | 0.4% | -1.7
CC(C)C(=O)Nc1nnc(SCc2cccc(F)c2)s1 | 0.3% | nt
CN(Cc1ccon1)Cc1cn(C)nc1-c1ccc2c(c1)OCCO2 | 5.0% | nt
O=C(CSCc1cccc(Cl)c1)N/N=C/c1ccc(OCC(=O)N2CCCCC2)cc1 | -6.7% | 15.9
CC(=O)Nc1nc(C)c(Oc2ccc(Cl)cc2Cl)c(=O)[nH]1 | -4.5% | 3.3
COc1ccc2c(c1)C(c1ccc(C)o1)=NNC(c1cccnc1)=N2 | 3.0% | 5.3
O=C(CCc1c[nH]c2ccccc12)NC1CC1 | 0.7% | 10.7
COCCN(Cc1cc2ccccc2[nH]c1=O)C(=O)c1ccccc1OC | 1.0% | 8.1
CCOC(=O)c1cc2c(s1)-c1ccccc1CC2 | -3.3% | -3.6
CCOC(=O)C1CCN(C(=O)C2(NC(=O)NC3CCCCC3)CCCCC2)CC1 | 2.6% | 4.4
COc1cc(C(=O)N(Cc2cc3cc(C)ccc3[nH]c2=O)CC2CCCO2)cc(OC)c1OC (stereo not given) | 6.0% | -4.0
CCOC(=O)Cn1nc(/C=C/c2ccc(OC)cc2)ccc1=O | -0.4% | nt
Cc1ccc(OCc2nnc(SCC(=O)c3ccccc3)n2-c2ccccc2)cc1 | 0.1% | nt
O=C(CN1C(=O)NC2(CCCCCC2)C1=O)NCc1cccs1 | -2.6% | 9.7
O=C(c1ccc([N+](=O)[O-])cc1)N1CCC(n2nnc3cc(F)ccc32)CC1 | 1.5% | -10.8
COc1ccc(OC)c(C(C)NC(=O)Nc2ccccc2)c1 (stereo not given) | -1.1% | 4.7
CC(C)=CCC/C(C)=C/C(N)=O | -0.3% | -7.4
CCCOc1ccc(C(=O)CCC(=O)OCC(=O)Nc2ccc(OCC)cc2)cc1 | -2.3% | nt
CCn1c(CNC(=O)COC)nc2ccccc21 | 5.4% | nt
CCOC(=O)C1CCN(C(=O)c2cccnc2Oc2ccccc2)CC1 | 0.4% | 25.4
CCOC(=O)c1cc(-c2ccccc2)n[nH]1 | 0.6% | -12.2

Overlap with the part before: 7 compounds; new compounds follow.
SMILES | M. tuberculosis GlmU | Mtb RmlCD inh
O=C(c1ccc([N+](=O)[O-])cc1)N1CCC(n2nnc3cc(F)ccc32)CC1 | 1.5% | -10.8
COc1ccc(OC)c(C(C)NC(=O)Nc2ccccc2)c1 (stereo not given) | -1.1% | 4.7
CC(C)=CCC/C(C)=C/C(N)=O | -0.3% | -7.4
CCCOc1ccc(C(=O)CCC(=O)OCC(=O)Nc2ccc(OCC)cc2)cc1 | -2.3% | nt
CCn1c(CNC(=O)COC)nc2ccccc21 | 5.4% | nt
CCOC(=O)C1CCN(C(=O)c2cccnc2Oc2ccccc2)CC1 | 0.4% | 25.4
CCOC(=O)c1cc(-c2ccccc2)n[nH]1 | 0.6% | -12.2
CCc1nnc(NC(=O)CSc2nnc(-c3cc4ccccc4cc3O)n2CC)s1 | 3.8% | -7.2
O=C(CCc1nnc(CCC2CCCCC2)o1)NCCc1cccnc1 | 1.4% | 3.2
C/C(=N\NC(=O)c1cccc(F)c1)c1cccc(NC(=O)c2ccc(F)cc2)c1 | 0.9% | -13.5
COc1ccc(CCNC(=O)c2ccc(CNS(=O)(=O)c3cc(C)ccc3C)cc2)cc1OC | -1.5% | -3.3
COc1cc2ccccc2cc1C(=O)NC(=S)Nc1cccc(C(=O)O)c1 | 2.5% | -11.0
Cc1ccc(NC(=O)NC2(C(=O)NCc3ccco3)CCCCC2)cc1 | 1.6% | 12.3
Cc1cccc2cc(C#N)c(SCC(=O)NCc3cccs3)nc12 | 0.3% | 9.8
NCCc1c(C(=O)O)[nH]c2ccc([N+](=O)[O-])cc12 | -0.2% | 3.2
C=CCSc1n[nH]c(-c2ccc(OCCCC)cc2)n1 | -1.5% | 5.2
NC(=S)N/N=C1\CC(n2nnn(-c3cccc(Cl)c3)c2=S)C2COC1O2 (stereo not given) | -10.1% | 6.0
Nc1c(C(=O)OCC(=O)Nc2ccc(Cl)cc2[N+](=O)[O-])[nH]c(=O)[nH]c1=O | 1.6% | nt
COCCCn1nnnc1SCC(=O)N1CCCC1 | 1.7% | 32.7
O=[N+]([O-])c1ccccc1CNCCc1ccc(F)cc1 | -3.4% | nt
CCCC1(c2ccccc2)NC(=O)N(CC(=O)Nc2cc(S(=O)(=O)N3CCOCC3)ccc2Cl)C1=O (stereo not given) | 3.2% | 4.8
COC(=O)c1[nH]c2ccc(F)cc2c1NS(=O)(=O)c1ccc(OC)cc1OC | 2.2% | -8.5
Cc1ccc2c(c1)COc1c3ccc(C(=O)NC(C)C)cc3nn1-2 | 2.4% | nt
Cc1ccc(C)n1NC(=O)c1cccc(Cl)c1 | 3.0% | nt
COC(=O)c1ccc(C)c(NC(=O)CCSc2ccc(C)cc2)c1 | -0.1% | -3.9
COC(=O)c1c(NC(=O)/C=C/c2ccco2)sc2c1CCC2 | -2.6% | 0.3
O=C1c2cccc3cccc(c23)N1CN1CCN(c2ccccn2)CC1 | -0.5% | nt
Cc1cccc(S(=O)(=O)Nc2ccc3c(c2)OCCO3)c1 | 2.3% | 2.5
CCOc1ccc(NS(=O)(=O)c2ccc3c(c2)CCN3C(=O)CCC(=O)O)cc1 | 4.5% | 105.0
Cc1ccc(C(=O)N(C)c2nnc(-c3ccncc3)s2)cc1 | 5.3% | 8.1
O=C(NC1CCCCC1)N1CCN(S(=O)(=O)c2ccc(F)cc2)CC1 | -0.7% | 11.9
O=C1N(Cc2cccc(Cl)c2)C[C@@H]2C[C@@H](c3ccco3)N3CCC[C@@]123 | 6.1% | 7.2
O=C1OC(c2ccc(Cl)cc2)=N/C1=C\C=C\c1ccco1 | -3.1% | -12.1
CCCCn1c(SCC(=O)NC(C)(C)C)nnc1-c1ccco1 | 2.1% | -4.0
NC(=O)Cc1nc2scc(-c3ccccc3)c2c(=O)[nH]1 | -3.2% | 12.0
CCCn1c(SCC(=O)Nc2nnc(CC)s2)nnc1-c1ccncc1 | 4.6% | -10.2
O=C(/C=C/c1ccc(Br)cc1)c1ccc(NC(=O)c2ccco2)cc1 | -0.1% | nt
CN(Cc1ccccc1)C(=C(Cl)Cl)/C(=C1/NCCN1C)[N+](=O)[O-] | -0.6% | -8.6
CC(=O)Nc1ccc(Nc2ccccc2)cc1 | 5.6% | 1.3
Cc1ccc(NC(=O)c2sc(Cl)nc2-c2ccccc2)cc1 | 1.4% | nt
COCCn1c(=NC(=O)CN2C(=O)CCC2=O)sc2cc(S(N)(=O)=O)ccc21 | -0.8% | 6.6
N#Cc1c2n(c3c(=O)n(Cc4ccccc4Cl)cnc13)CCCC2 | 0.6% | 12.6
O=S(=O)(c1cccc2cccnc12)N1CCN(Cc2ccc3c(c2)OCO3)CC1 | -4.8% | nt
COC(=O)c1c(NC(=O)CSc2nnc(Cn3nnc4ccccc43)n2C)sc(C)c1C | -3.5% | 3.2
CCOc1ccc2oc(C(=O)NC3CC(C)(C)NC(C)(C)C3)c(C)c2c1 | -6.9% | 8.9
CCc1nnc(NC(=O)C2CCN(c3nccc(C)n3)CC2)s1 | 6.6% | -13.4
Cc1cc(C)c(NC(=S)N(CCN(C)C)C(C)c2cccnc2)c(C)c1 (stereo not given) | -5.6% | -1.5
Cc1cc(Oc2ccc(C(F)(F)F)cc2[N+](=O)[O-])c2c3c(c(=O)oc2c1)CCCC3 | -2.2% | 9.4
CC(C)=C1C2CCC1C1C(=O)N(CCc3ccccc3)C(=O)C21 (stereo not given) | -2.8% | -9.3
COc1ccccc1C1CC(c2ccc(NS(C)(=O)=O)cc2)=NN1C(=O)c1ccccc1 (stereo not given) | nt | 45.2
Cc1cccc(NC(=S)NNC(=O)c2ccc(O)cc2O)c1C | 6.9% | -6.1
CC1(C)CC(=O)C(C=Nc2ccc(C(=O)c3ccccc3)cc2N=CC2=C(O)CC(C)(C)CC2=O)=C(O)C1 | -1.4% | 6.1
O=C(c1cccc([N+](=O)[O-])c1)N1CCCC(C(=O)N2CCCCCC2)C1 (stereo not given) | -0.5% | -5.9
CCCn1c(SCC(=O)N2CCN(c3ccccc3)CC2)nc2ccccc2c1=O | nt | -8.0
Cc1c(C)c2ccc(OCc3ccc(C(=O)O)o3)c(C)c2oc1=O | -0.2% | 28.6
COc1ccc(Cc2nc3ccc(S(N)(=O)=O)cc3[nH]2)cc1OC | -4.3% | -0.2
COc1ccc(OC)c(-c2nc(CN3CCCCC3c3cccnc3)c(C)o2)c1 (stereo not given) | 2.6% | -8.3
CCC(=O)NC1(C(F)(F)F)C(=O)Nc2c1c(=O)[nH]c(=O)n2Cc1ccco1 (stereo not given) | -1.8% | 78.9
CC(=O)n1nc(-c2cccnc2)nc1NCc1cccs1 | -0.4% | -9.1
Cn1c(=O)[nH]c(=O)c2c1nc(NCc1ccccc1)n2CCCc1ccccc1 | -2.8% | -8.8
O=c1cc(Cc2ccccc2)[nH]c(=S)[nH]1 | 1.8% | nt
N#CC1=C(N)Oc2n[nH]c(-c3cccs3)c2C1c1ccsc1 (stereo not given) | 1.6% | 1.7
Cc1ccc(NS(=O)(=O)c2cc(C(=O)Nc3cccc(N(C)S(C)(=O)=O)c3)ccc2C)c(C)c1 | 0.6% | 3.4
CCn1c(COc2ccc3c(c2)OCO3)nnc1SCC(=O)O | -3.9% | nt
Cc1cc(C)c(S(=O)(=O)N2CCC(C(N)=O)CC2)cc1C | -3.6% | -4.1
COc1cccc(-c2csc(N3CCN(C(=O)Nc4ccc(Cl)cc4)CC3)n2)c1 | 3.6% | 6.2
CCOC(=O)N1CCN(Cc2ccccc2F)CC1 | -0.6% | 6.6

Looked up above.
Result of Cc1ccc(C)n1NC(=O)c1cccc(Cl)c1 in M. tuberculosis GlmU: 3.0%
Result of CCOC(=O)Cn1nc(/C=C/c2ccc(OC)cc2)ccc1=O in M. tuberculosis GlmU: -0.4%
Result of Cn1c(O)c(C=NC(CC(N)=O)C(=O)O)c(=O)n(C)c1=O (stereo not given) in M. tuberculosis GlmU: 2.4%

New compounds follow
SMILES | M. tuberculosis GlmU | Mtb RmlCD inh
Nn1c(Cc2cccc3ccccc23)nnc1SCc1c(Cl)cccc1Cl | -1.7% | nt
CCOC(=O)C1(CC2CCCCO2)CCN(C(=O)Nc2ccc(C(=O)OC)cc2)CC1 (stereo not given) | -4.5% | -8.8
CC(C)(C)NC(=O)Cn1c(SCC(=O)NCc2cccs2)nc2ccccc21 | -1.1% | nt
CCS(=O)(=O)Nc1cccc(C2=NN(C(C)=O)C(c3cccs3)C2)c1 (stereo not given) | -7.4% | nt
O=C(/C=C1\NC2(CCCC2)Cc2ccccc21)C(=O)N/N=C/c1ccc(O)c(O)c1 | 0.4% | 7.8
C[n+]1ccc(C(=O)N/N=C/c2ccco2)cc1 | 3.8% | -3.9
O=C(COC(=O)C1(c2cccc(F)c2)CCCC1)NCc1ccc2c(c1)OCO2 | -1.2% | -3.5
O=C(Oc1ccc(OC(=O)N2CCCCC2)cc1)c1ccccc1 | 2.1% | 42.3
